Screening results (PubChem BioAssay)
mIAP act: activators of mouse IAP, primary screen, biochemical, luminescence, uHTS. muIAP, CDP-Star luminescence, 30 min; hits give high values; 1 = vehicle-only enzyme signal, 0 = enzyme-free wells. activation factor at 10 µM. 330,000 compounds, 0.24% hits. AID 2805, 2010;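 active = activation factor of at least 2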; note: the source names both 10 and 20 µM as test concentration; values of inactives mirror those of a sister screen read the other way
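Assay system: mouse IAP enzyme; Reagent: CDP-Star chemiluminescent phosphatase substrate; Compound: DMSO-dissolved test compounds; Incubation: 30 min, room temperature; Technique: luminescence from enzymatic CDP-Star hydrolysis; Controls: DMSO-only wells and no-enzyme negative control.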
SENP1 FRET inh: human SENP1 catalytic domain inhibitors, primary screen, biochemical, FRET, uHTS; Sentrin-specific protease 1 (Homo sapiens), Q9P0U3; recombinant SENP1 catalytic domain, CyPet-SUMO1-YPet FRET cleavage; inhibition, % at 10 µM; 360,000 compounds, 0.21% hits;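 active = inhibition at least 30% at 10 µM, raw YFP signal under a set limit, fluorescence ratio 0.5 to 1.5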;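 note: 0% = enzyme with DMSO and 100% = no enzyme wells; some results filed as inactive read as strong as hits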
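Test system: recombinant human SENP1 catalytic domain, His6-tagged / Medium: pH 8 Tris buffer with EDTA, NaCl, BME, BSA, NP40, catalase / Also added: SUMO1 FRET substrate flanked by Cypet and Ypet, 25 nM / Times: 50 min reaction at room temperature / Signal: FRET, CFP and YFP emission / Control set: no-enzyme low control and enzyme-plus-DMSO high control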
A3G deaminase: APOBEC3G DNA deaminase inhibitors, primary screen, biochemical, fluorescence, single-stranded DNA substrate, uHTS. DNA dC->dU-editing enzyme APOBEC-3G (Homo sapiens), Q9HC16. recombinant A3G, ssDNA deamination FAM/TAMRA fluorescence. inhibition, % at 20 µM. 330,000 compounds, 0.28% hits. AID 493012, 2011;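 active = inhibition of at least 40% at 20 µM, with no more than 30% in the related APOBEC3A deaminase screen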;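 note: plate controls were DMSO wells with A3G for no effect and wells lacking A3G enzyme for full effect; some compounds called inactive have numbers as strong as hits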
Target sequence (Q9HC16 whole entry, looked up): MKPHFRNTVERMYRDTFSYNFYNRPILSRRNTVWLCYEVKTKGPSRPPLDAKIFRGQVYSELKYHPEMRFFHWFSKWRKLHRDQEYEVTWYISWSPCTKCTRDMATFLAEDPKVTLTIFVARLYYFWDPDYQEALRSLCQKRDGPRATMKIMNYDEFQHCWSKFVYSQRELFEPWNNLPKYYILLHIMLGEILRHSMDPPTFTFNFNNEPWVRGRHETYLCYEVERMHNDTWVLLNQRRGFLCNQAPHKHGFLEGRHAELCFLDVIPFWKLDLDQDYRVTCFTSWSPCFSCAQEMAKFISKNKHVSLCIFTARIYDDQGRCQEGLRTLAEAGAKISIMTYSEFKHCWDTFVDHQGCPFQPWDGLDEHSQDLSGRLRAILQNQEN
mIAP inh: inhibitors of mouse IAP, primary screen, biochemical, luminescence, uHTS | purified mouse IAP, CDP-Star luminescence, 30 min | intestinal alkaline phosphatase [Mus musculus] | inhibition, % at 10 µM | 330,000 compounds, 0.2% hits;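 active = inhibition of at least 40% at 10 µM in the primary screen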;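 note: plate controls were DMSO with enzyme for no effect and no enzyme wells for full effect; values of inactives mirror those of a sister screen read the other way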
hIAP act: human IAP activators, primary screen, biochemical, luminescence, uHTS; Intestinal-type alkaline phosphatase (Homo sapiens), P09923; activation factor at 10 µM; 330,000 compounds, 0.16% hits; purified human IAP, CDP-Star luminescence, 30 min; hits give high values; 1 = vehicle-only enzyme, 0 = enzyme-free background; AID 2524, 2010;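 active = activation factor of the enzyme at least 2-fold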; note: the source names both 10 and 20 µM as test concentration; values of inactives mirror those of a sister screen read the other way
Target sequence (P09923 whole entry, looked up): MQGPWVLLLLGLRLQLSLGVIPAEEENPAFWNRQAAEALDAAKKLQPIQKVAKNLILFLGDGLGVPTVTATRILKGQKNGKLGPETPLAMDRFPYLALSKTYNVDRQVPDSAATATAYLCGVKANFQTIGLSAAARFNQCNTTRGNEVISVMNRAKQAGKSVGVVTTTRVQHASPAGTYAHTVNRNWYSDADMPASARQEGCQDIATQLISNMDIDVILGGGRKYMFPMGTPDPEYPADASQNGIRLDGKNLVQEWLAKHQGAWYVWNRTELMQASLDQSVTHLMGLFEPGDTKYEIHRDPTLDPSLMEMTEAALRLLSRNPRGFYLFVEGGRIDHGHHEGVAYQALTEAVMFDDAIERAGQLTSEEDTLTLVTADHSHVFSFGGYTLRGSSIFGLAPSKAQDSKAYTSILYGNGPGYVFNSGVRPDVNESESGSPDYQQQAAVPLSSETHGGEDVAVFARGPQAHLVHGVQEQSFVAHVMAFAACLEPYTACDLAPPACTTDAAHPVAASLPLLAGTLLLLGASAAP
hIAP block: human IAP inhibitors, primary screen, biochemical, luminescence, uHTS; inhibition, % at 10 µM; purified IAP, CDP-Star luminescence, 30 min; Intestinal-type alkaline phosphatase (Homo sapiens), P09923; 330,000 compounds, 0.12% hits;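 active = inhibition reaching a set limit with compound at 10 µM in the primary screen, cut at about 35% in these data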;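 note: plate controls were DMSO wells with enzyme for no effect and no-enzyme buffer wells for full effect; values of inactives mirror those of a sister screen read the other way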
NLRP3 yeast inh: NALP3 inflammasome inhibitors in reconstituted yeast, primary screen, luminescence, uHTS. 330,000 compounds, 0.39% hits. inhibition, % at 10 µM. AID 2825, 2010. Yeast reconstituted NLRP3/ASC/caspase-1, beta-gal luminescence, 24 h;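 active = inhibition of 50% or more; inactive = inhibition below 50%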;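 note: plate controls were induced DMSO wells for no effect and uninduced yeast grown without galactose for full effect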
APOBEC3A inh: APOBEC3A ssDNA deaminase inhibitors, primary screen, selectivity assay for APOBEC3G inhibitor project, biochemical, FAM/TAMRA oligo cleavage fluorescence. recombinant A3A, FAM/TAMRA ssDNA deamination fluorescence. inhibition, % at 20 µM. 330,000 compounds, 0.41% hits;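 active = at least 40% inhibition at 20 µM here, with at most 30% in a related deaminase screen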;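 note: plate controls were A3A with DMSO for no effect and wells lacking A3A enzyme for full effect; some results filed as inactive read as strong as hits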
beta cell repl: inducers of MIN6 beta-cell proliferation, primary screen, ATP luminescence, uHTS; MIN6 cells proliferation, ATPlite luminescence, 48 h; cells starved in 0.2% serum; 100% = growth in 10% serum; proliferation, % at 10 µM; 330,000 compounds, 0.29% hits;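 active = compounds whose signal lies at least 3.5 SD above the mean of all wells on their plate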;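 note: 0% = DMSO-treated cells in low-serum medium and 100% = 10% serum control; some compounds called inactive have numbers as strong as hits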
Numbers without * were called inactive; x = not tested or not shown. These rows are one share of the data; count on the stated rates, not on these rows.

SMILES	mIAP act	SENP1 FRET inh	A3G deaminase	mIAP inh	hIAP act	hIAP block	NLRP3 yeast inh	APOBEC3A inh	beta cell repl
CC(C)c1ccc(C2c3[nH]c4ccccc4c3C[C@H]3C(=O)N(c4ccccc4C(=O)N4CCC[C@@H]4C(=O)O)C(=O)N23)cc1 (stereo not given in full)	0.97	-39	-2	3	1.1	-6	5	2	-5
CCOC(=O)N1CCN(S(=O)(=O)c2ccc(OCC(=O)OC)c(Cl)c2)CC1	1.1	2	-5	-12	1.2	-16	0	-2	-4
Cc1ccc(NC(=O)N2CCCN(C(=O)OC(C)(C)C)CC2)cc1Cl	1	2	-1	-4	1.1	-7	24	0	-2
CCN(CC(=O)Nc1ccccc1C(F)(F)F)C(=O)C1=COCCO1	0.98	1	-9	2	0.96	4	16	18	-2
CCCc1c(C)[nH]c2ccccc2c1=O	0.97	2	-6	2	0.98	2	9	-4	-2
Cc1cc(C)n(C(=O)CN2C(=O)CCC2=O)n1	1	1	-1	-4	1.1	-7	2	3	-3
COc1ccc(CN(C(=O)/C=C/C(=O)c2ccc(OC)cc2O)C(C(=O)NC2CCCCC2)c2ccncc2)cc1 (stereo not given)	0.98	0	-5	2	0.91	9	0	-1	-1
Cn1c(SCC(=O)NCc2ccccc2)ncc(C(=O)Nc2ccccc2)c1=O	0.96	0	-3	4	1	-2	-5	-2	-4
COc1ccccc1CCN=C(N)NS(=O)(=O)c1cc(F)ccc1F	0.98	-1	-9	2	0.92	8	13	-3	1
O=C(Oc1cccc(Nc2ncnc3ccccc23)c1)c1cccnc1	1.1	-12	-6	-6	1.1	-7	29	5	-1
COc1ccc(NC(=O)NNC(=O)CCc2ccc(O)c(O)c2)cc1OC	0.9	-4	9	10	1	0	0	3	-3
COc1ccc(CN2CCN(CCc3ccccc3)C(CCO)C2)c(O)c1 (stereo not given)	0.9	-1	-6	10	0.95	5	6	1	1
Cc1cc(CNC(=O)C2CCC(=O)N(Cc3ccccc3F)C2)nn1C (stereo not given)	0.91	1	0	9	1.1	-10	22	-1	1
COc1ccc(N2CCN(c3ccc(C(=O)O)cc3[N+](=O)[O-])CC2)cc1	1	-3	-6	-5	1.1	-7	2	-1	-1
CN(C)N1C(N)=C(C#N)C(c2cccs2)C2=C1CCCC2=O (stereo not given)	1.1	-4	-1	-6	1	0	10	-1	2
O=C(NCC1CCCO1)c1ccc([N+](=O)[O-])s1 (stereo not given)	0.98	1	-9	2	1.1	-9	-2	1	0
CC(=O)Nc1ccc(Sc2ccccc2C(=O)O)cn1	0.99	-25	0	1	0.96	4	13	14	1
O=C(COC(=O)CC(c1ccccc1)c1ccccc1)Nc1ccc(F)c(F)c1	1.1	x	-7	-7	0.94	6	8	-3	-4
COc1ccc(CN=Cc2c(O)[nH]c3ccccc23)cc1	1	-1	-3	-1	1	-3	8	-3	-3
COc1ccc2c(c1)c(C(=O)OCCN(C)C)c(C)n2C	1.1	-2	0	-6	0.91	9	11	2	0
CCn1cc(S(=O)(=O)Nc2ccc(C)c(Cl)c2)cn1	0.94	0	-8	6	0.96	4	-5	-4	-4
N#CCSc1nnc2sc3ccccc3n12	1.1	1	-6	-13	1.1	-14	3	-3	-1
CC[N+]1(CC)CC2=Cc3c(ccc4ccccc34)C(C)C2C1 (stereo not given)	0.98	-1	2	2	0.98	2	13	7	-2
CCOC(=O)c1sc(NC(=S)NC(=O)C2CCCC2)cc1C	0.93	0	-1	8	0.85	15	14	-2	-2
O=C(NC1CCCC1)C(c1ccc(F)cc1)N(Cc1ccc(F)cc1)C(=O)c1ccn[nH]1 (stereo not given)	2.2*	0	-11	-120	1.8	-76	0	1	-3
O=C(Cc1ccc(F)cc1)NC1CCS(=O)(=O)C1 (stereo not given)	0.96	1	1	4	1.1	-10	19	0	-4
O=C(Nc1ccccc1C(=O)Nc1ccc(Br)cn1)c1ccccc1Cl	0.86	0	-1	14	0.94	6	22	-2	2
O=C1CSC(c2cccc(Cl)c2Cl)N1c1ccccn1 (stereo not given)	0.85	0	1	15	0.96	4	-11	1	2
O=C(C[C@@H]1C/C=C\CC[C@@H](Cc2ccc(F)cc2)C(=O)OC[C@@H]2CCCN2C1=O)N[C@H](CO)Cc1ccccc1	1.1	-1	-10	-13	1.1	-10	-18	-6	-3
COc1ccccc1C(=O)NNC(=S)NC(=O)c1cccs1	0.78	1	-6	22	1.7	-71	23	-4	-3
COc1cc(OC)cc(C(=O)Nn2c(C)nc3ccccc3c2=O)c1	1.2	2	-7	-19	0.98	2	17	-7	2
CCOc1ccc(CN(C)C(=O)c2ccc(NC(=O)CC3SC(N4CCCC4)=NC3=O)cc2)cc1 (stereo not given)	1	1	2	-4	1.2	-16	-7	4	-2
Cc1nnc(SCc2ccc(F)cc2Cl)s1	0.9	3	-5	10	0.76	24	-4	-1	4
CCc1ccc(CN(Cc2cccnc2)C(=O)/C=C/c2ccc(OC)cc2)cc1	0.93	-53	-1	7	1.1	-6	4	14	-4
CCn1cc(CN(C)S(=O)(=O)c2cccc([N+](=O)[O-])c2)cn1	1.1	3	-8	-9	0.99	1	12	-1	7.2*
CC(C)Sc1nnc(NC(=O)c2ccco2)s1	0.95	0	-2	5	1	-5	5	3	0
CCOC(=O)C1C(=O)NC(N2CCCCC2)=NC1c1ccco1 (stereo not given)	1	2	-6	0	0.91	9	10	-4	2
Cc1cccnc1NCC(O)COc1ccccc1 (stereo not given)	0.97	1	2	2	0.9	10	6	-1	-4
N#Cc1cc([N+](=O)[O-])ccc1NCCc1ccccn1	1.1	2	4	-13	1.1	-8	9	-5	-2
CSc1ccccc1NC(=O)CN(C)Cc1cc(=O)n2ccsc2n1	1.1	2	-10	-10	1.2	-15	10	8	3

Profiles, quoted from the list. Screens in order: mIAP act	SENP1 FRET inh	A3G deaminase	mIAP inh	hIAP act	hIAP block	NLRP3 yeast inh	APOBEC3A inh	beta cell repl
`O=C1CSC(c2cccc(Cl)c2Cl)N1c1ccccn1` (stereo not given) reads 0.85	0	1	15	0.96	4	-11	1	2
`COc1ccccc1CCN=C(N)NS(=O)(=O)c1cc(F)ccc1F` reads 0.98	-1	-9	2	0.92	8	13	-3	1
`CN(C)N1C(N)=C(C#N)C(c2cccs2)C2=C1CCCC2=O` (stereo not given) reads 1.1	-4	-1	-6	1	0	10	-1	2

(continued)
SMILES	mIAP act	SENP1 FRET inh	A3G deaminase	mIAP inh	hIAP act	hIAP block	NLRP3 yeast inh	APOBEC3A inh	beta cell repl
Cc1ccc(OCC(=O)NC(C)c2ccc(Cl)c(Cl)c2)c([N+](=O)[O-])n1 (stereo not given)	0.94	1	-8	6	0.9	10	27	-2	-3
Cc1cc(NC(=O)c2ccccc2[N+](=O)[O-])ccc1Br	0.98	1	-4	2	1.1	-6	-4	1	1
Cc1cc(=O)n2[nH]c(NCc3ccccc3F)nc2n1	0.95	-1	-2	5	0.93	7	2	0	0
CCN(CC)C(=O)C1CC(c2ccc(OC)cc2)=NO1 (stereo not given)	1.1	1	-1	-7	1.1	-13	7	4	-2
COc1cccc2c1C(=O)C[C@]1(CCCC[C@@H]1C)O2	1	-1	-10	0	0.99	1	18	-1	-3
CCOC(=O)c1c(CSc2ccccc2)oc2ccc(O)cc12	1	1	3	-4	1	-2	37	4	-6
COc1ccc(C=O)cc1CN1CCCN(Cc2ccc(Cl)cc2)S1(=O)=O	0.94	-1	-10	6	0.91	9	1	-5	-7
COc1ccccc1NC(=O)CCc1nc(-c2ccccc2F)no1	0.93	0	2	8	0.99	1	14	1	0
COc1ccc(-c2nc3nc(C)cc(C)n3n2)cc1	0.99	0	0	1	0.83	17	28	2	-5
COc1ccc(-c2csc3nc(C)nc(N4CCN(c5ccc(C(C)=O)cc5)CC4)c23)cc1OC	0.99	-4	-8	1	0.92	8	-2	-4	-2
COCCCNC(=O)CC(NS(=O)(=O)c1ccc(C)cc1)c1ccc(OC)cc1 (stereo not given)	1.2	1	-2	-18	1.1	-9	14	-2	-4
N#CC1=C(Nc2ccc(Br)cc2)CCC1	0.89	-9	-10	11	0.92	8	31	-4	5
O=C(CSc1nnc(-c2cccnc2)o1)Nc1ccccc1Br	0.96	1	-8	4	1	-3	12	0	3
O=C(NCc1nc2ccccc2[nH]1)C1=C[C@H](c2ccc3c(c2)OCO3)C[C@H](OCc2ccc(CO)cc2)O1	1.2	0	-6	-22	0.88	12	11	-3	-4
COc1ccc(CCNc2ccc(S(=O)(=O)N3CCCC3)cc2[N+](=O)[O-])cc1	0.8	-5	-1	20	0.89	11	22	2	-4
COC(=O)Cc1c(CSc2ccccc2)oc2ccc(O)c(CN(C)C)c12	1.1	-1	-1	-5	0.97	3	22	-1	2
CCOc1ccc(-n2ccnc(SCC(=O)Nc3ccc(OC)cc3OC)c2=O)cc1	0.82	2	0	18	1	-4	15	2	-2
COc1cc(OC)c(NC(=O)c2csc(C)c2)cc1Cl	1	0	-8	0	1.1	-8	40	-4	0
O=C(OCC(=O)N1c2ccccc2Sc2ccccc21)C1CC(=O)N(Cc2ccco2)C1 (stereo not given)	0.92	0	-1	8	0.89	11	10	8	-1
O=C(Cc1cccs1)N/N=C\c1ccc(O)cc1	1	1	16	-4	1.1	-7	14	-1	-3
C=CCNC(=S)N/N=C/c1ccc(-c2ccc(OC)cc2)o1	0.88	-13	-3	12	1.1	-6	12	0	-4
CC(C)COC(=O)NCCOC(=O)Nc1cccc(Cl)c1	1.2	2	-3	-20	0.87	13	33	-4	-2
COc1ccc(NC(=O)c2cc(C)n(Cc3cccs3)c2C)cc1	1	-6	-3	-4	0.89	11	11	-3	-3
CC1(c2ccccc2Cl)NC(=O)N(CC(=O)Nc2cccnc2Cl)C1=O (stereo not given)	1	-1	-10	-2	0.97	3	17	-1	3
c1ccc(C2=Nc3ccccc3OC2)cc1	0.98	24	-3	2	1.1	-15	26	-5	-1
O=C(NC1CCCCCC1)C1CCN(C(=O)Cc2ccccc2)CC1	0.96	-2	-5	4	1.1	-11	7	-8	1
Cc1ccc(CNC(=O)C2CCN(S(=O)(=O)N3CC(C)CC(C)C3)CC2)cc1 (stereo not given)	0.99	4	0	1	0.89	11	13	-2	-5
COc1cccc2[nH]c3c(=O)[nH]cnc3c12	0.99	-20	-3	1	0.98	2	7	1	-2
CC(C)Oc1c(Cl)cc(CNC(C)(C)CO)cc1Cl	1.1	0	0	-13	1.3	-32	13	2	-3
